Screens from PubChem BioAssay.
L3MBTL1 block: qHTS Assay for the Inhibitors of L3MBTL1. hit rate 0.66% among 230,000. AlphaScreen L3MBTL1–H3K9me1 peptide binding. Potency, µM (doses to about 57.1 µM), for the others: top-dose activity, negative = inhibition, usual class: inhibitors. AID 485360, 2010. Lethal(3)malignant brain tumor-like protein 1 (Homo sapiens), Q9Y468; further: potency means the concentration at half of the fitted maximal effect; on the % scale 0 is the no-effect control and ±100 the full control effect; nearly all actives have a fitted effect of over 60% in size
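AlphaScreen proximity signal between nickel-chelate acceptor and streptavidin donor beads (final 10 ug/mL) reports binding of 50 nM L3MBTL1 to 75 nM biotin-H3 K9me1 peptide; complex incubated with compounds 30 min at room temperature; cefsulodin titration as control.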
NPSR antag: qHTS Assay for Antagonists of the Neuropeptide S Receptor: cAMP Signal Transduction. Q6W5P4. CHO-NPSR cells, cAMP TR-FRET, antagonist mode. Potency, µM (top dose mostly 38.3 µM), without a hit: at the highest dose activity change, negative = inhibition, hits mostly inhibitors. hit rate 1% among 220,000; further: potency means the concentration at half of the fitted maximal effect; on the % scale 0 is the no-effect control and ±100 the full control effect; nearly all actives have a fitted effect of over 50% in size; many of its hits are not listed in these tables
Target sequence (Q6W5P4 whole entry, looked up): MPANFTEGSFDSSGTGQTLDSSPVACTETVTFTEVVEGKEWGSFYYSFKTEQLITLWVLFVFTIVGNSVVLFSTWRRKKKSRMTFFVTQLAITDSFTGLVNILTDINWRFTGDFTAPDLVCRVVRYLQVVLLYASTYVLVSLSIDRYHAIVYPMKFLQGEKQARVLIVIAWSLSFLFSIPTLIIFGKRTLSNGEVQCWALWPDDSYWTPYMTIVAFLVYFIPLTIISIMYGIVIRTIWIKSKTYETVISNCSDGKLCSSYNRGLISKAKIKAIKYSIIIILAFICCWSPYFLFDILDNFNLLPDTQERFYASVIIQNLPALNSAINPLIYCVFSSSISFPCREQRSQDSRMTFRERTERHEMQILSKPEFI
KinaseGlo FLuc: Counterscreen for Luciferase (Kinase-Glo TM) Inhibition; Luciferin 4-monooxygenase (Photuris pensylvanica), Q27757; Kinase-Glo luciferase, ATP luminescence, 8 min; Potency, µM (highest dose often 38.3 µM), inactives show top-dose activity change, negative = inhibition, most hits filed as inhibitors; hit rate 0.28% among 200,000; further: potency means the concentration at half of the fitted maximal effect; on the % scale 0 is the no-effect control and ±100 the full control effect; nearly all actives have a fitted effect of over 60% in size
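Light output from Kinase-Glo luciferase with luciferin and 10 uM ATP in 50 mM imidazole pH 7.2, KCl, MgCl2, Tween 20, BSA; compound pin-delivered, 8-min ambient incubation, then luminescence read.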
CBFb RUNX1 block: qHTS Assay for Compounds Blocking the Interaction Between CBF-beta and RUNX1 for the Treatment of Acute Myeloid Leukemia; AID 1477, 2009; Runt-related transcription factor 1 (Homo sapiens) + Core-binding factor subunit beta …; AlphaScreen CBFb-His/RUNX1-biotin binding, biochemical; 230,000 tested, under 10 active; Potency, µM (doses to about 59.8 µM), for the others: at the highest dose activity, negative = inhibition, usual class: inhibitors; further: % of control where 0% means no effect
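Interaction loss through any mechanism counts as activity. Pre-formed complex of His-CBF-beta and biotin-RUNX1 (30 nM apiece) is incubated with compound 15 min, then with 50 ng nickel and 50 ng streptavidin beads for 90 min before AlphaScreen detection.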
IMPase Li cell: qHTS Assay for Identifying the Cell-Membrane Permeable IMPase Inhibitors: Potentiation with Lithium; CHO-M1 cells, IP1 TR-FRET (IP-One), carbachol + lithium; Potency, µM (top dose mostly 59.4 µM), without a hit: at the top dose activity, negative = IMPase inhibition, usual class: inhibitors; hit rate 0.35% among 210,000; AID 1457, 2008;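 further: IP1 builds up when IMPase is blocked and the TR-FRET signal falls; potency means the concentration at half of the fitted maximal effect; plate controls were basal vehicle for no effect and high inhibitor control for full effect; nearly all actives have a fitted effect of over 50% in size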
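Steps: plate 2000 CHO-M1 cells per well and culture 16–30 h; add compound and lithium; incubate 30 min, 37C; add d2-IP1 tracer and Eu cryptate anti-IP1 antibody in lysis buffer; read after 10 min at room temperature.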
Epigenetic reg: Quantitative High-Throughput Screen for Regulators of Epigenetic Control. murine LDR cells, GFP reporter derepression, 30 h. Potency, µM (top dose mostly 53.9 µM), for inactives: at the top dose GFP activation, most hits filed as activators. hit rate 0.2% among 280,000. AID 1865, 2009; further: potency means the concentration at half of the fitted maximal effect; % of control where 0% means no effect; nearly all actives have a fitted effect of over 60% in size
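Derepression of a silenced CMV-GFP reporter in murine LDR cells is scored by enumerating GFP-positive cells with a laser-scanning microplate cytometer after 30 hours of treatment at 37 C.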
HttQ103 aggreg: qHTS Multiplex Assay to Identify Dual Action Probes in a Cell Model of Huntington: Aggregate Formation (GFP); hit rate 1.1% among 220,000; PC12 HttQ103-GFP aggregates, Acumen cytometry, 40 h; AID 1688, 2009; Potency, µM (titrated, usually from 46.1 µM), for inactives: top-dose activity change, negative = inhibition, most hits filed as inhibitors; further: potency means the concentration at half of the fitted maximal effect; on the % scale 0 is the no-effect control and ±100 the full control effect; nearly all actives have a fitted effect of over 60% in size
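Quantitative HTS on tebufenozide-induced (100 nM) PC12 cells stably expressing polyQ103 Huntingtin exon 1–GFP. Reduction of bright GFP aggregates, detected by laser scanning cytometry after lysis, identified actives across the titration.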
* = called active by the depositor; ? = inconclusive; . = no result given; [ ] = remark or other dose. The call rests on the fitted dose curve; in most records, active means well fitted curve in the direction sought with a large enough effect; inconclusive means small, poorly fitted or top-dose-only effect, or another doubt; inactive means no such curve, though single readings can be large; an effect the other way counts as inactive or inconclusive.

Short keys – A = L3MBTL1 block; B = NPSR antag; C = KinaseGlo FLuc; D = CBFb RUNX1 block; E = IMPase Li cell; F = Epigenetic reg; G = HttQ103 aggreg
CN1CCS/C1=C/C=C1\SC(=S)N(CC(=O)O)C1=O
  A = ?; B = 29%; C = -10%; D = -4%; E = 34%[activator]; F = 12%; G = -5%[9.22 µM]
CCCN(Cc1cc2cc(C)ccc2[nH]c1=O)C(=O)c1cccc([N+](=O)[O-])c1
  A = -10%; B = 20%; C = .; D = -2%; E = .; F = 3.5%; G = 19%[9.22 µM]
O=C(NCc1ccco1)c1cnn2c(C(F)(F)F)cc(-c3ccccc3)nc12
  A = -6%; B = ?; C = 1%; D = 2%; E = 8%; F = 2.8%; G = -20%
COC(=O)C1C(=O)C2=C(CC1C)NC(=O)CC2c1ccc(F)cc1 (configuration not stated)
  A = 9%; B = -1%; C = 0%; D = 16%; E = -17%; F = -1.1%; G = 1%
Cc1ccc(C(=O)CSc2nc3ccccc3c(=O)[nH]2)cc1
  A = .; B = -24%[46.1 µM]; C = 1%; D = 0%; E = 2%[38.3 µM]; F = 0.7%; G = 11%
CC1(C(=O)OCC(=O)Nc2ccccc2Cl)CC1(Cl)Cl (configuration not stated)
  A = 39%[activator]; B = 0%; C = -6%; D = 18%; E = 3%; F = 2.6%; G = -3%
COc1ccc(Br)cc1S(=O)(=O)n1ccnc1C
  A = 13%[11.4 µM]; B = -6%[46.1 µM]; C = 3%; D = 0%; E = 3%[38.3 µM]; F = -2.2%; G = ?
CC(C)(C)c1cc(NC(=O)CSc2nnc(NCc3ccccc3)s2)n(-c2ccccc2)n1
  A = 8%; B = -10%; C = 0%; D = 7%; E = 21%; F = 2.0%; G = 0%
O=C(COC(=O)C1(c2ccc(F)cc2)CCCC1)NCc1ccc2c(c1)OCO2
  A = 14%; B = -9%[46.1 µM]; C = 2%; D = 11%; E = 19%; F = 0.0%; G = 6%
Cc1ccc2c(c1)NC(=O)c1cccnc1N2
  A = -5%; B = -22%[46.1 µM]; C = -2%; D = -6%; E = 7%[38.3 µM]; F = -1.2%; G = 9%
COc1cc(S(=O)(=O)N(Cc2ccccn2)Cc2ccccc2Cl)ccc1-n1cnnn1
  A = 3%; B = -26%[46.1 µM]; C = -2%; D = -3%; E = 17%; F = 7.0%; G = -1%
O=C(COC(=O)c1cc(=O)[nH]c(=O)[nH]1)Nc1cccc(S(=O)(=O)N2CCCCC2)c1
  A = 16%; B = 28%; C = 1%; D = -3%; E = -1%; F = -2.9%; G = 18%
CCC(=O)Nc1sc2c(c1C#N)CC(C)(C)NC2(C)C
  A = 6%; B = -6%[46.1 µM]; C = -4%; D = 6%; E = 0%[38.3 µM]; F = 0.8%; G = -12%
Cn1c(N)c(Br)c(-c2ccc(F)cc2)c(C#N)c1=O
  A = -1%; B = 3%; C = 5%; D = 9%; E = 5%; F = -0.2%; G = -14%
CCCc1nnc(NC(=O)CCC(=O)NCc2ccccc2OC)s1
  A = 5%; B = -3%[46.1 µM]; C = -1%; D = 5%; E = -4%[38.3 µM]; F = 2.7%; G = -7%
CCOC(=O)CSc1nnc(-c2cccs2)n1-c1ccccc1
  A = .; B = -18%[46.1 µM]; C = -4%; D = 2%; E = -20%[38.3 µM]; F = -0.7%; G = 3%
Cc1ccc(S(=O)(=O)Nc2cccnc2Oc2ccc(Cl)cc2)cc1
  A = ?; B = 15%; C = .; D = 6%; E = .; F = 1.1%; G = 12%[9.22 µM]
CC(=O)c1ccc(NC(=S)NC(C)c2ccc(Cl)cc2Cl)cc1 (configuration not stated)
  A = -8%; B = -47%; C = 3%; D = 8%; E = 18%; F = -2.0%; G = -26%
Cc1cccn2c(=O)c(/C=C(\C#N)C(=O)NCc3ccco3)c(N3CCC(C(N)=O)CC3)nc12
  A = -2%; B = 0%; C = 3%; D = -2%; E = 1%; F = 0.0%; G = 3%
COc1cc(OC)cc(C(=O)NCCNC(=O)c2ccccc2)c1
  A = .; B = -8%[46.1 µM]; C = -1%; D = 4%; E = 21%[38.3 µM]; F = -1.0%; G = 4%
CCOc1ccc(NC(=NCc2ccc3c(c2)OCO3)SC2CC(=O)N(c3ccc(OCC)cc3)C2=O)cc1 (configuration not stated)
  A = 21%[11.4 µM]; B = -22%; C = 0%; D = 4%; E = 7%; F = 1.0%; G = -20%
C=CCn1c(O)c(N=O)c2ccccc21
  A = -6%; B = 27%; C = .; D = -4%; E = .; F = 5.0%; G = 5%[9.22 µM]
O=C(CSc1nc(-c2ccccc2Cl)ns1)c1ccc(Cl)cc1
  A = 47%[activator]; B = -4%; C = 3%; D = ?; E = 4%; F = -1.1%; G = 3%
CC1=CC2(O)OCCN(CCO)C2=CC1=O (configuration not stated)
  A = ?; B = 4%[46.1 µM]; C = -3%; D = ?; E = 1%; F = -4.0%; G = -7%
C=CCn1c(SC(C)C(=O)NC2(C#N)CCCCC2)nnc1-c1ccc(OC)cc1 (configuration not stated)
  A = -2%[11.4 µM]; B = 1%[46.1 µM]; C = 0%; D = 11%; E = 18%[38.3 µM]; F = 0.0%; G = -10%
COc1ccccc1OC(=O)C1CC(=O)N(c2ccc(Cl)cc2)C1 (configuration not stated)
  A = -9%[11.4 µM]; B = 6%[46.1 µM]; C = -4%; D = 8%; E = 4%[38.3 µM]; F = 0.0%; G = -11%
COc1ccc2c(c1)C(NC(C)=O)C(=O)N2C (configuration not stated)
  A = 3%; B = 2%[46.1 µM]; C = -5%; D = -7%; E = -3%[38.3 µM]; F = -0.2%; G = -1%
O=C(O)C1CCCN(S(=O)(=O)c2ccc3c(c2)OCCO3)C1 (configuration not stated)
  A = 7%; B = -10%; C = 3%; D = -8%; E = 13%; F = 1.0%; G = 2%[9.22 µM]
O=C(c1ccccc1)c1ccc(CN2C(=O)c3ccccc3C2=O)o1
  A = .; B = -16%[46.1 µM]; C = 5%; D = 1%; E = 38%[38.3 µM]; F = 1.0%; G = 12%

Shown with tabs: part of the list above
Compound	L3MBTL1 block	NPSR antag	KinaseGlo FLuc	CBFb RUNX1 block	IMPase Li cell	Epigenetic reg	HttQ103 aggreg
COc1cc(OC)cc(C(=O)NCCNC(=O)c2ccccc2)c1	.	-8%[46.1 µM]	-1%	4%	21%[38.3 µM]	-1.0%	4%
CCOc1ccc(NC(=NCc2ccc3c(c2)OCO3)SC2CC(=O)N(c3ccc(OCC)cc3)C2=O)cc1 (configuration not stated)	21%[11.4 µM]	-22%	0%	4%	7%	1.0%	-20%
C=CCn1c(O)c(N=O)c2ccccc21	-6%	27%	.	-4%	.	5.0%	5%[9.22 µM]
O=C(CSc1nc(-c2ccccc2Cl)ns1)c1ccc(Cl)cc1	47%[activator]	-4%	3%	?	4%	-1.1%	3%
CC1=CC2(O)OCCN(CCO)C2=CC1=O (configuration not stated)	?	4%[46.1 µM]	-3%	?	1%	-4.0%	-7%
C=CCn1c(SC(C)C(=O)NC2(C#N)CCCCC2)nnc1-c1ccc(OC)cc1 (configuration not stated)	-2%[11.4 µM]	1%[46.1 µM]	0%	11%	18%[38.3 µM]	0.0%	-10%
COc1ccccc1OC(=O)C1CC(=O)N(c2ccc(Cl)cc2)C1 (configuration not stated)	-9%[11.4 µM]	6%[46.1 µM]	-4%	8%	4%[38.3 µM]	0.0%	-11%
COc1ccc2c(c1)C(NC(C)=O)C(=O)N2C (configuration not stated)	3%	2%[46.1 µM]	-5%	-7%	-3%[38.3 µM]	-0.2%	-1%
O=C(O)C1CCCN(S(=O)(=O)c2ccc3c(c2)OCCO3)C1 (configuration not stated)	7%	-10%	3%	-8%	13%	1.0%	2%[9.22 µM]
O=C(c1ccccc1)c1ccc(CN2C(=O)c3ccccc3C2=O)o1	.	-16%[46.1 µM]	5%	1%	38%[38.3 µM]	1.0%	12%

The list is partial. The share of hits here may be higher or lower than overall.
